S1P4 ag: activates the human S1P4 receptor; AID 1509; S1P4-expressing cell line, agonist reporter assay; 220,000 compounds, 0.35% hits; activation, % at 4.98 µM; O95977; in the data active means activation above about 11%;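 further: 0% = DMSO vehicle and 100% = reference agonist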
S1P4 antag: blocks the human S1P4 receptor; 220,000 compounds, 0.26% hits; S1P4-expressing cells, antagonist mode, reporter read-out; inhibition, % at 4.98 µM; in the data active means inhibition above about 29%;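 further: 0% = wells stimulated with agonist and 100% = vehicle wells without agonist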
NPY2 pot ag: human NPY-Y2 potentiation or agonism, primary screen; P49146; cells expressing NPY-Y2, potentiator/agonist read-out; activation, % at 3.6 µM; 220,000 compounds, 0.45% hits; in the data active means activation above about 27%;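 further: cells stimulated with NPY near EC25 plus isoproterenol at EC100; 0% = vehicle plus submaximal agonist and 100% = vehicle plus saturating agonist; some results beyond the cut were filed as inactive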
EP2 mod: modulators of human EP2 prostaglandin E2 receptor; P43116; EP2-expressing cells, cAMP HTRF FRET, PGE2 co-stimulation; induction, % at 25 µM; 260,000 compounds, 0.83% hits; AID 940;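 active means compounds whose cAMP rise, as percent of the full-agonist control response, exceeds 60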;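 further: rat C6 glioma line stably carrying human EP2 under a CMV promoter; the protocol text gives 20 µM as final concentration; 100% = response of wells given 1 µM PGE2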
NPY-Y1 antag: antagonists of human neuropeptide Y receptor Y1 | 200,000 compounds, 1% hits | HEK293-CNG Y1 cells, membrane potential fluorescence; NPY at EC95, then isoproterenol | inhibition, % at 3.6 µM;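 active means inhibition above the campaign mean inhibition of all tested compounds plus 3 SD, cut at about 20% in these data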;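 further: 0% = DMSO wells given NPY plus isoproterenol and 100% = isoproterenol alone without NPY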
Target sequence (P25929 whole entry, looked up): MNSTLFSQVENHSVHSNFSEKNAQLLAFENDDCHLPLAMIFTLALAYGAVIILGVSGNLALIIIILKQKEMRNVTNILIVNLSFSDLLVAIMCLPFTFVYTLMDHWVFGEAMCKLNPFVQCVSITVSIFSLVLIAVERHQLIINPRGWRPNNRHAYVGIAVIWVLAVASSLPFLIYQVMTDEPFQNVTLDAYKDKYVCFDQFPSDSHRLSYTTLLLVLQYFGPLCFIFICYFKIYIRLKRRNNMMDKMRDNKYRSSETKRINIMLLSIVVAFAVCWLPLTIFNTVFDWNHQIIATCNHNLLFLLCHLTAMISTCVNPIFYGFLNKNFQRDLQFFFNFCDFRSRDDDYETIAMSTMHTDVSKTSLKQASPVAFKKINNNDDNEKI
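Material: HEK293 cells co-expressing NPY Y1 receptor and cyclic-nucleotide gated channel. Timing: compound incubation 1 h at room temperature, readout 45 min post-stimulation. Signal: fluorescence, membrane potential probe.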
zfTRPN1 agonist: agonists of zebrafish TRPN1 channel | HEK293 zebrafish TRPN1-YFP, Fluo-8 calcium fluorescence; 100% = response to 87 µM carbachol | activation, % at 3 µM | 220,000 compounds, 0.18% hits;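 active means activation above its plate's cutoff, the mean activation of test wells on that plate plus 3 SD, cut at about 19% in these data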;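 further: 0% = DMSO alone and 100% = 87 µM carbachol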
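Control set: carbachol 87 µM as high control, DMSO as low control; system: HEK293 stable line with zebrafish TRPN1-YFP; read-out: % activation versus carbachol response; detection: intracellular calcium fluorescence with Fluo-8; doses: single test compound dose, 3 µM nominal, 0.3% DMSO; schedule: dye 1 h 37 °C plus 30 min RT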
CHOP inhibitor: inhibitors of CHOP induction in ER stress response | CHO-K1 CHOP-promoter luciferase, tunicamycin-induced, 15-18 h | inhibition, % at 10 µM | 220,000 compounds, 3.8% hits | AID 2732;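 active means compounds that reduced the stress-induced luciferase reporter signal by more than about 70% of percent inhibition, limit read from the data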;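 further: 0% = tunicamycin plus vehicle and 100% = wells without tunicamycin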
NPY1 pot ag: potentiates or activates human NPY-Y1 receptor | activation, % at 3.6 µM | AID 1304 | 220,000 compounds, 0.37% hits | P25929 | NPY-Y1 expressing cells, potentiator/agonist activation; in the data active means activation above about 33%, passing the limit was not always enough;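 further: cells stimulated with NPY at EC10 then isoproterenol at EC100; 0% = low agonist plus stimulus and 100% = saturating agonist plus stimulus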
TRPML3 ag: activates the human TRPML3 channel. Q8TDD5. HEK293 TRPML3-YFP, Fluo-8 calcium fluorescence; 100% = the carbachol control signal. activation, % at 3 µM. 220,000 compounds, 0.29% hits;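 active means activation above its plate's cutoff, the mean activation of the plate's test wells plus 3 SD, cut at about 12% in these data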;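 further: 0% = DMSO only wells and 100% = carbachol wells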
Target sequence (Q8TDD5 whole entry, looked up): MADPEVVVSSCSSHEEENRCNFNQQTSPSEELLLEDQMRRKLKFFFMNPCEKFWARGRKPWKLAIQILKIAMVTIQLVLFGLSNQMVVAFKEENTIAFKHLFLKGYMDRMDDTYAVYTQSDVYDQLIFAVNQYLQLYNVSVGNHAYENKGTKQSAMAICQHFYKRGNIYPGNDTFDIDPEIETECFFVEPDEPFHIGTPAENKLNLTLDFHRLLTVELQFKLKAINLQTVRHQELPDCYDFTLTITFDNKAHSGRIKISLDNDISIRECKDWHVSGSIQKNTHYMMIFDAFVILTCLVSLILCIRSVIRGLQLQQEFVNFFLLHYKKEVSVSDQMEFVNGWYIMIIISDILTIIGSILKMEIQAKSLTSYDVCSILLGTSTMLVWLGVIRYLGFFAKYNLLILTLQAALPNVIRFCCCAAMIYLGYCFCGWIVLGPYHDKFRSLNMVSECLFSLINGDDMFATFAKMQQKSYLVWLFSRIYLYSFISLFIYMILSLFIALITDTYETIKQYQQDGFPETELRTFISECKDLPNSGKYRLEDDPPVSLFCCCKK
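Test system: TRPML3-YFP stable HEK293 cells. Doses: single point at 3 µM. Incubation: dye loading 1 h 37 °C then 30 min ambient, 125 s read. Signal: Fluo-8 calcium dye fluorescence, ex 470-495, em 515-575 nm. Measure: percent activation from peak-to-basal fluorescence ratio, scaled between DMSO and carbachol.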
* marks the source's active call; other numbers are inactive results; . = not tested or not shown; & = joins results of further samples.

SMILES	S1P4 ag	S1P4 antag	NPY2 pot ag	EP2 mod	NPY-Y1 antag	zfTRPN1 agonist	CHOP inhibitor	NPY1 pot ag	TRPML3 ag
CC(C)(Cc1ccc(O)cc1)NC(=O)CC(=O)N/N=C/c1ccc([N+](=O)[O-])cc1	0.0	4.0	-2.4	-27.4	-2.8	1.8	19.6	15.0	0.7
Cc1ccccc1Oc1ccc(NC(=O)C2CC=CCC2C(=O)O)cc1 (configuration not stated)	0.0	-2.4	10.4	19.3	-2.5	1.2	19.7	13.1	0.6
O=C(CN1CCOCCOCCOCCOCC1)Nc1ccccc1	1.0	15.2	1.5	-4.3	2.5	-1.2	-1.7	-22.0	1.2
CC(=O)NN1C(=O)/C(=C\c2ccc(Cl)cc2)SC1=S	-2.6	-18.8	0.6	6.7	9.4	-0.2	6.0	-25.4	1.3
O=C(CCCN1C(=O)c2ccccc2C1=O)Nc1c(C(=O)C2CC2)oc2ccccc12	1.7	-5.3	5.1	24.3	1.0	1.9	10.3	1.1	1.0
O=C(NC(=S)Nc1ccc(CN2CCCCC2)cc1)c1cccc(OCc2ccccc2)c1	-1.1	4.5	-56.8	3.6	41.6*	-0.9	-47.7	-52.6	0.8
Cc1cc(C(F)F)n2nc(C(=O)Nc3sc4c(c3C#N)CCC(C)C4)nc2n1 (configuration not stated)	0.5	4.6	-4.1	3.0	4.8	0.7	12.6	18.2	0.5
CCC(CC)C(=O)c1c[nH]c(C(=O)NCc2ccccn2)c1	-0.4	6.7	-3.3	-25.5	0.1	0.7	2.4	15.8	-0.3
CCOC(=O)c1c(C)[nH]c(C)c1C(=O)CSc1nc(N)cc(=O)[nH]1	-0.6	-1.4	-7.5	8.3	-0.5	1.2	30.2	11.7	1.4
CC(C(=O)O/N=C(\N)c1cccnc1)c1ccc([N+](=O)[O-])cc1 (configuration not stated)	0.3	19.7	-0.6	-19.3	-5.2	0.4	-4.3	9.9	-0.3
CCn1c(/C=N/c2nc3ccccc3n2C)nc2ccccc21	0.8	-1.7	-5.5	16.6	0.5	0.4	-8.8	6.2	0.3
CC(=O)Nc1sc(C)c(C)c1C(=O)OC1CCOC1=O (configuration not stated)	0.3	-8.6	-1.1	-10.4	9.0	1.5	-7.1	-3.6	0.5
COc1ccc(Br)cc1CNC(=O)C1CCC(=O)N1C(C)C (configuration not stated)	-0.4	-9.6	6.8	.	3.9	0.0	.	-7.1	0.2
Nc1nc(CN2CCN(c3ccccc3)CC2)nc(N2CCCc3ccccc32)n1	-3.1	-3.5	-17.3	-10.6	21.7*	-0.6	15.6	-38.0	0.3
Cc1ccccc1NC(=O)/C(=C/c1ccccc1)c1ccccc1	1.6	-13.7	-12.1	67.5*	21.1*	-0.1	53.9	0.1	-0.3
CC1CCCN(CC(O)COCc2ccccc2)C1 (configuration not stated)	-0.1	0.5	5.8	7.7	4.9	1.6	11.8	14.4	0.9
CCOC(=O)c1c(N)sc(C(=O)N2CCOCC2)c1C	0.7	-11.6	-1.1	31.9	1.7	2.1	34.5	-44.0	0.9
CCS(=O)(=O)N1CCC(C(=O)NC2CCCCC2)CC1	-0.3	-9.4	-0.2	21.6	3.3	0.5	-4.6	-9.3	0.0
Cc1cccc(NC(=O)c2ccc(C(=O)Nc3cccc(C)c3)nc2)c1	-0.2	-11.6	-6.1	-18.1	9.1	1.2	18.2	-14.9	0.8
COc1cccc(C2C(C(N)=O)=C(C)Nc3nc(-c4ccccc4Cl)nn32)c1 (configuration not stated)	0.4	-4.3	11.0	17.2	-2.9	-0.7	8.5	5.9	-0.2
Cc1cccc(C(=O)Nc2cccc(OC(=O)c3cccc(C)c3)c2)c1	0.4	3.1	-23.6	-69.7	27.4*	2.5	26.6	-2.8	1.0
CCOC(=O)C1CCCN(C(=O)CCCOc2cc(=O)n(C)c3ccccc23)C1 (configuration not stated)	0.9	7.3	-9.3	0.2	-1.7	1.4	-13.9	13.4	-0.4
Cc1c(C(=O)OCC2CCCO2)[nH]c2c1C(=O)CC(c1ccc(N(C)C)cc1)C2 (configuration not stated)	0.2	-9.5	-2.6	2.9	-3.1	4.2	34.0	-23.1	0.1
O=C(Nc1ccccc1N1CCCC1)c1cc2ccccc2o1	1.1	-8.9	-11.3	91.4*	6.2	-1.4	21.7	-12.5	-1.5
CC(=O)OCCn1c(=O)c2cc3c(=O)n(CCOC(C)=O)c(=O)c3cc2c1=O	-0.4	0.0	3.8	8.8	0.9	-0.9	13.8	-6.5	1.1
CC(C(=O)O)N1C(=O)/C(=C/c2cccn2C)SC1=S (configuration not stated)	0.2	-8.9	3.1	13.3	0.5	1.3	11.9	-21.7	0.9
Cc1ccc2nc(C)c(C)nc2c1N	-1.2	-14.0	-0.8	10.2	6.5	-2.1	-7.8	-3.2	-0.5
Cc1ccc(NC(=O)Nc2ccc3c(c2)nc(C)n3C)cc1	1.1	-20.0	-42.7	-9.0	-4.1	2.2	-16.8	-14.4	0.9
CC(C)(C)NC(=O)C(=O)NC(=O)c1c(F)cccc1Cl	0.9	0.8	6.7	3.1	.	-0.5	13.8	5.9	-0.3
CCc1cc(=O)oc2c(C)c(OCC(=O)N3CCCc4ccccc43)ccc12	-0.9	10.7	-10.8	-35.2	9.2	-0.6	-6.0	-10.0	0.9
CC1CCC2(CC1)N=C(N)Nc1nc3ccccc3n12 (configuration not stated)	1.0	-0.8	16.1	-5.7	1.5	0.5	0.3	1.1	1.1
COc1ccc(CCN(Cc2cccs2)S(=O)(=O)c2ccc(S(=O)(=O)N3CCCCCC3)cc2)cc1OC	-0.4	-7.7	-4.8	-2.4	8.9	1.7	20.4	-24.9	0.7
S=C(NCCc1ccccc1)Nc1cnc2ccccc2c1	0.5	2.3	4.8	-73.3	7.6	1.0	-11.9	5.4	0.8
CCc1ccccc1Nc1nc(N)nc(CSCC(=O)Nc2ccc(C)c(C)c2)n1	0.3	-18.0	-2.4	-7.4	8.2	-1.7	39.9	-10.5	0.2
CCOc1ccc(-c2nnc(-c3cccs3)o2)cc1OCC	0.2	6.0	-0.8	44.6	-1.5	0.6	-21.3	6.9	-1.0
CCOC(=O)C1=C(CSc2nc3ccccc3s2)NC(=O)NC1c1cccc([N+](=O)[O-])c1 (configuration not stated)	-1.9	-0.8	-5.5	1.8	1.5	-0.7	78.0*	-30.6	-0.6
Nc1nc(Br)c2c(F)cccc2c1-c1ccc(F)cc1	-0.5	-8.8	-4.8	44.9	1.9	1.5	74.3*	-18.1	0.4
O=C(CSc1nnnn1-c1ccccc1)NC(=O)NCc1ccco1	0.0	-20.9	3.5	12.1	3.3	-1.1	23.5	9.6	-0.2
CCCCN(CC)S(=O)(=O)c1ccc2c(c1)CCCN2C(C)=O	-2.9	-16.5	12.1	-8.6	-6.7	-0.4	19.1	-2.7	0.4
Cc1cc(C)c2c(C)c(C(=O)NCc3ccc(S(N)(=O)=O)cc3)oc2c1	0.2	-0.1	-17.6	9.8	2.2	0.7	-2.9	-24.7	0.9
CCOc1ccc2[nH]c(=O)c(CN(Cc3ccco3)C(CC)c3nnnn3Cc3ccccc3)cc2c1 (configuration not stated)	0.1	-0.3	5.8	40.1	4.5	-0.3	21.5	24.7	-0.3
CC(NCc1ccccc1Cl)C(=O)Nc1ccc(C#N)cc1 (configuration not stated)	1.0	-27.4	6.4	-18.2	6.0	0.3	2.5	-4.6	0.1
CCOc1ccccc1OCC(=O)Nc1nnc(COC)s1	0.6	-13.2	-6.1	15.2&14.3	-3.4	-0.2	-22.2	-20.0	-0.7
C1CCc2c(nc3nnnn3c2N2CCOCC2)C1	1.0	-1.2	4.8	-5.9	2.6	1.6	38.4	-6.7	1.7
Cc1cc(OCC(=O)NCCCN(C)C)cc(C)c1Br	-1.7	-0.7	3.3	-16.1	-2.6	0.6	-14.7	-15.1	2.2
N#Cc1cccc(NC(=O)CSc2ccc3c4c(cccc24)C(=O)c2ccccc2-3)c1	-2.0	-11.2	-7.0	12.2	-1.7	3.0	-7.1	6.2	3.1
Cn1nc(C(F)(F)F)c(C(=O)Nc2ccc(F)cc2F)c1Sc1cccc(C(F)(F)F)c1	-0.4	-13.4	-20.4	39.1	4.7	-1.5	33.2	-31.1	0.9
CSc1nncc(-c2ccc(F)c(F)c2)n1	1.0	-10.8	-7.7	-17.3	0.4	-0.8	-28.2	13.3	0.7
CC(C)(C)NC(=O)COC(=O)c1cc(Cl)ccc1[N+](=O)[O-]	-1.1	-6.5	4.5	13.9	-0.2	-0.9	-5.2	1.9	0.3
CC(=O)Nc1ccc(S(=O)(=O)NC2=C(N3CCN(c4ccc(F)cc4)CC3)C(=O)c3ccccc3C2=O)cc1	-1.0	-17.8	-3.7	-45.4	-21.7	-0.7	18.4	3.9	0.4
CC(C)NCCCCOc1ccccc1-c1ccccc1	-0.3	-3.6	0.2	-17.7	-3.2	-0.4	12.6	-16.2	1.2
Cc1ccc(NC(=O)NCCCN2CCCC2=O)cc1	0.9	-28.2	13.6	10.8	-2.8	-0.8	22.5	26.1	-0.4
COc1cc(/C=N/NC(=O)/C(=C\c2ccc3c(c2)OCO3)NC(=O)c2ccccc2)ccc1O	1.8	-14.5	0.3	13.3	3.8	-0.8	32.4	-3.6	0.4
O=C(CCc1nc(-c2ccccc2Cl)no1)NCc1ccco1	1.2	-24.4	4.1	-14.7	1.6	-0.1	16.4	19.1	-0.1
CC(=O)Nc1ccc(S(=O)(=O)NCC2CCC(C(=O)N3CCN(c4ccccn4)CC3)CC2)cc1 (configuration not stated)	0.4	-7.8	-5.8	3.5	8.9	0.7	9.3	15.8	-0.1
CCCc1[nH]nc2c1C(c1ccc(OC)cc1OC)C(C#N)=C(N)O2 (configuration not stated)	-0.7	-6.0	16.2	28.8	-1.9	2.4	27.7	-11.9	-0.5

Whole records as entered above.
CC(C(=O)O)N1C(=O)/C(=C/c2cccn2C)SC1=S (configuration not stated) is entered as S1P4 ag: 0.2; S1P4 antag: -8.9; NPY2 pot ag: 3.1; EP2 mod: 13.3; NPY-Y1 antag: 0.5; zfTRPN1 agonist: 1.3; CHOP inhibitor: 11.9; NPY1 pot ag: -21.7; TRPML3 ag: 0.9
CC(=O)NN1C(=O)/C(=C\c2ccc(Cl)cc2)SC1=S is entered as S1P4 ag: -2.6; S1P4 antag: -18.8; NPY2 pot ag: 0.6; EP2 mod: 6.7; NPY-Y1 antag: 9.4; zfTRPN1 agonist: -0.2; CHOP inhibitor: 6.0; NPY1 pot ag: -25.4; TRPML3 ag: 1.3

Structures listed so far printed as active in EP2 mod.
| molecule | S1P4 ag | S1P4 antag | NPY2 pot ag | EP2 mod | NPY-Y1 antag | CHOP inhibitor | NPY1 pot ag | TRPML3 ag |
| --- | --- | --- | --- | --- | --- | --- | --- | --- |
| Cc1ccccc1NC(=O)/C(=C/c1ccccc1)c1ccccc1 | 1.6 | -13.7 | -12.1 | 67.5* | 21.1* | 53.9 | 0.1 | -0.3 |
| O=C(Nc1ccccc1N1CCCC1)c1cc2ccccc2o1 | 1.1 | -8.9 | -11.3 | 91.4* | 6.2 | 21.7 | -12.5 | -1.5 |
